Smad3 inh: blocks human Smad3 binding to FoxH1 peptide. P84022. TR-FRET Smad3/Dy647-FoxH1 peptide binding, europium anti-His. inhibition, % at 25 µM. 88,000 tested, 0.29% active. AID 630;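 active = compounds that reduce the energy-transfer binding signal between the protein and its labelled peptide by more than half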;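 note: 0% = Smad3 plus labelled peptide maximal FRET and 100% = peptide-only background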
PTK2B oligo ant: antagonists of human Pyk2 oligomerization; z-score (the deposit names both 25 µM and 10 µM); Q14289; 99,000 tested, 0.83% active; Q293 cells, Pyk2 FERM NanoBiT luminescence; stronger effect = lower value;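 active = Z-score of -3 or lower, scaled per plate to the spread of control and sample wells; inactive = z-score above -3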;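 note: negative z-score means lost luminescence so less FERM oligomerization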
Target sequence (Q14289 whole entry, looked up): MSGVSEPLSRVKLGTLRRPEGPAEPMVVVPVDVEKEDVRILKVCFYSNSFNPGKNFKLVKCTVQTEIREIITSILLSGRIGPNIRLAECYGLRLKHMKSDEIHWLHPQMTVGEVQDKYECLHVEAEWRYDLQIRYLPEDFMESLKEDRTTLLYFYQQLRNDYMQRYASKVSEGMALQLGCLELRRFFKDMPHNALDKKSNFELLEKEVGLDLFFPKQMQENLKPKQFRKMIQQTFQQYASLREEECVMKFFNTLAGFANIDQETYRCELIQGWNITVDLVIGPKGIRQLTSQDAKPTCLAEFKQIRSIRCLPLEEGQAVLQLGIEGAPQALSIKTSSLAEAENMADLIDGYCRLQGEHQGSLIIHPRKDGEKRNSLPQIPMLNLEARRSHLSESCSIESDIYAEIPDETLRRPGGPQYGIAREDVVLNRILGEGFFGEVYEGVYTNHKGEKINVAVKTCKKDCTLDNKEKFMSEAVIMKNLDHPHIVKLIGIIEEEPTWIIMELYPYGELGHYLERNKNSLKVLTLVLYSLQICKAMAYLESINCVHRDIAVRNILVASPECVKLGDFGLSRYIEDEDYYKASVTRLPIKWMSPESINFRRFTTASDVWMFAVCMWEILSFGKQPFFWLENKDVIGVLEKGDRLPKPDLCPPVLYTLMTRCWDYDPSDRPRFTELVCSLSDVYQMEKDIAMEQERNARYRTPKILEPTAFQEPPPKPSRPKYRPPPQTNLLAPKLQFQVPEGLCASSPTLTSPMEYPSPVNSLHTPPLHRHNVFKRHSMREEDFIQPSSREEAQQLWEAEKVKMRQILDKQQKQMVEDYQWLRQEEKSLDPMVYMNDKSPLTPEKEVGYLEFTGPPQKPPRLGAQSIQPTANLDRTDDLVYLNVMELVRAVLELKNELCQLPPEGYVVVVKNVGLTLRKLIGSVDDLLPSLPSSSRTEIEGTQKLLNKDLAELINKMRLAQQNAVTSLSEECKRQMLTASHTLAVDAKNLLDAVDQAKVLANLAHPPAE
H69AR growth 86K: growth inhibitors of human H69AR lung tumor cells; AID 598; H69AR lung tumor viability, ATP luminescence, 72 h; stronger effect = lower value; viability, % at 10 µM; 85,000 tested, 6% active;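 active = viability at or below 40%; inactive = viability above 40%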;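 note: multidrug resistant small cell line overexpressing MRP-1 efflux transporter; 100% = mean luminescence of untreated control wells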
HUVEC prolif 384: blocks proliferation of human endothelial cells; 86,000 tested, 1.1% active; AID 648; viability, % at 10 µM (by protocol); HUVEC proliferation, CellTiter-Glo luminescence, 72 h; stronger effect = lower value;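 active = viability at or below 30%; inactive = viability above 30%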;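 note: 100% = median luminescence of DMSO-only cell control wells on each plate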
HUVEC tox TNFa: HUVEC cytotoxicity counter-screen, TNF alpha stimulated. HUVEC TNFalpha-stimulated, Hoechst cell count, imaging. cell count reduction, % at 2 µM. 93,000 tested, 0.17% active. AID 848;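 active = cell count reduction exceeding the screen mean by over 5 SD, scaled to untreated wells per plate, cut at about 78% in these data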;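 note: cells counted after 24 h of TNF alpha exposure following the 1 h pretreatment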
IL1B cytotox: HUVEC cytotoxicity counter-screen, IL-1B stimulated | HUVEC cell count loss, Hoechst imaging | cell count reduction, % at 2 µM | 94,000 tested, 0.41% active;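 active = cell count reduction more than 3 SD above the screen-wide mean, cut at about 70% in these data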;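 note: normalized per plate to untreated control cells as the no-loss baseline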
VCAM1 TNFa inh: reduces TNF alpha induced VCAM1 expression in HUVEC; HUVEC TNFa-induced VCAM-1 immunofluorescence, high-content imaging; inhibition, % at 2 µM; 95,000 tested, 0.48% active; AID 802;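 active = inhibition above the batch mean plus 3 SD, with images confirmed as a hit by eye, cut at about 37% in these data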;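 note: 0% = TNF-stimulated DMSO wells and 100% = unstimulated control wells; not every result past the cut was called active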
F-actin modifier: alters cytoskeleton assembly in HUVEC cells. 91,000 tested, 0.18% active. AID 836. HUVEC TNFa F-actin phalloidin imaging, high content. inhibition, % at 2 µM;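 active = inhibition above the batch mean plus 3 SD and confirmed as a hit by visual image inspection, cut at about 30% in these data, passing the limit was not always enough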; note: strong numbers were not always called active
Lung fibro prol: blocks proliferation of human lung fibroblasts; LL 47 human lung fibroblast viability, ATP luminescence; stronger effect = lower value; 85,000 tested, 1.1% active; viability, % at 10 µM; AID 719;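 active = viability at or below 50% in the single dose screen; inactive = viability above 50%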;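 note: compound exposure lasted 72 h before the ATP readout; 100% = median luminescence of untreated cell-only wells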
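Benchmarks: Cell-only wells, no compound | Test system: LL 47 human lung fibroblasts, passage 12 or lower | Input: 1,150 cells/well | Measured by: CellTiter-Glo luminescence measuring cellular ATP | Medium: IMEM, 15% FBS supplement | Schedule: Overnight attachment after seeding, then 72 h compound exposure at 37 °C | Doses: Compound addition at 0.1% DMSO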
An asterisk follows results filed as active; . = not tested or not shown; [ ] = dose if it differs, or a comment. These rows are one share of the data, so the mix of outcomes need not match the whole.

SMILES	Smad3 inh	PTK2B oligo ant	H69AR growth 86K	HUVEC prolif 384	HUVEC tox TNFa	IL1B cytotox	VCAM1 TNFa inh	F-actin modifier	Lung fibro prol
CCOC(=O)c1sc(-n2[nH]c(C)cc2=O)nc1C	7.1	0.38	.	94.4	-19.2	6.3	25.7	-2.5	99.1
CN(C)c1nc(OCCNC(=O)Nc2ccccc2)nc(N(C)C)n1	2.8	-0.59	99.0	92.9	-13.9	-21.4	8.7	-12.2	90.1
CSc1ncccc1C(=O)OCC(=O)NC1CCS(=O)(=O)C1 (stereo not drawn)	6.3	0.29	97.2	93.5	9.6	17.8	-10.8	-0.5	94.2
Cc1ccc(/C=C/C2=Cc3c(sc(NC(=O)CSc4n[nH]c(N)n4)c3C#N)C(C)(C)C2)o1	-0.4	.	28.5*	72.5	-29.6	-23.2	8.9	.	67.7
O=C(O)CNS(=O)(=O)c1ccc(Br)s1	2.6	0.11	89.2	100.5	.	.	.	.	109.8
CC(C)n1cnc2cc(NCc3ccco3)ccc21	-5.7	-0.51	95.1	113.1	-6.9	-6.9	-13.6	4.4	105.4
COc1ccccc1C1(CC(=O)O)CCOC(C)(C)C1 (stereo not drawn)	.	-0.18	.	.	-46.2	-44.3	3.8	12.6	.
CCOC(=O)Nc1ccc(C)cc1NC(=O)OCC	2.6	0.08	100.4	90.1	-6.7	-24.6	5.4	14.8	91.1
O=C1CCCCCCC1Sc1ccccc1[N+](=O)[O-] (stereo not drawn)	.	0.65	.	.	-5.0	11.0	12.8	-18.7	.
COc1cc(C(=S)N2CCOCC2)cc(OC)c1OS(=O)(=O)c1ccc(NC(C)=O)cc1	.	-0.3	.	.	-10.3	-33.3	-7.3	4.5	.
COc1cc(OC)cc(C(=O)N2CCN(c3ccccc3F)CC2)c1	3.3	-0.64	43.3	89.4	8.6	-3.9	-31.7	42.9	95.8
Cc1ccc(Cn2nnc3c(=O)n(CC(=O)NCc4ccco4)cnc32)cc1	1.8	-0.2	43.9	74.1	-30.7	-39.7	-16.1	16.9	97.7
O=C1c2oc3ccccc3c(=O)c2C(c2ccccn2)N1Cc1ccccc1 (stereo not drawn)	0.9	0.93	91.1	92.9	-0.4	-0.3	5.3	25.9	95.8
COc1cccc(-c2nc(CS(=O)(=O)CC(=O)NCc3ccccc3OC)c(C)o2)c1	.	.	.	.	64.2	19.0	6.2	11.7	.
CC(=O)NCc1nc2ccccc2n1Cc1ccccc1F	-3.6	0.72	94.4	82.1	-17.3	-23.4	-3.7	-28.2	101.5
Cc1cc(NC(=O)c2ccc(F)cc2F)n(-c2nc3ccccc3[nH]2)n1	.	1.25	.	.	-18.9	1.5	12.9	14.2	.
[O-][n+]1onc2c3cc(-c4ccccc4)nnc3ccc21	3.0	-0.29	17.1*	90.9	-18.0	16.7	10.8	26.2	85.7
CCCCCCc1ccc(-c2ncc(N)cn2)cc1	0.2	-2.25	64.7	56.5	-33.3	3.7	12.4	-12.4	100.7
CC(C)CC(=O)O/N=C1\C(=O)N(c2ccccc2)c2ccccc21	.	-0.71	.	.	-6.7	-30.9	8.8	23.4	.
COc1ccc(NC(C)=O)cc1NC(=O)CN1CCN(C(=O)c2ccco2)CC1	.	-0.36	.	.	0.6	24.3	2.1	7.6	.
CCOC(=O)c1ccc(Cn2c(-c3ccccc3)nnc2-c2ccccc2)o1	8.7	-2.43	32.5*	97.2	5.4	-21.0	13.8	-3.7	90.5
CCOC(=O)c1cc(C#N)c(SC)nc1-c1ccccc1	.	0.46	.	.	-9.0	16.0	-2.1	-6.8	.
O=C(Nc1nnc(-c2ccccc2Cl)o1)c1nc2ccccc2s1	-2.6	.	28.3*	51.6	-14.9	-7.7	8.9	1.1	98.7
CCOC(=O)c1sc2nc(C)cc(C)c2c1N	14.4[fluorescence artefact?]	0.47	101.8	99.4	.	.	.	.	102.4
CC1=NN(/C(=N\c2nnc(C)s2)Nc2ccc(C(C)(C)C)cc2)[C@H](c2ccc(C)cc2)S1	2.5	-0.61	67.6	70.9	-10.1	2.0	5.1	2.8	97.2
O=C(COc1ccc2ccccc2c1)NNC(=O)Cc1cccc2ccccc12	.	1.52	.	.	-7.2	21.2	20.8	-1.6	.
CCC(C(=O)NC1CCCC1)N(Cc1ccc2c(c1)OCO2)C(=O)c1snc(C(N)=O)c1N (stereo not drawn)	5.8	-0.09	43.3	98.6	18.5	11.5	-1.0	5.1	93.3
CCOC(=O)C1C(=O)CC(C)(O)C(C(=O)OCC)C1c1ccccc1 (stereo not drawn)	4.8	0.62	83.7	106.8	-5.9	18.3	-20.2	19.1	93.2
COc1ccc(S(=O)(=O)NCCCN2CCOCC2)c2ccccc12	7.7	0.08	85.0	83.8	.	13.0	.	.	90.3
COc1nc(/C(N)=N/O)nc(N2CCCCC2)n1	6.1	-0.05	97.2	85.2	-35.5	-77.4	-3.7	.	89.8
Cc1ccc(-c2nc3nc4ccccc4nc3n2Cc2ccco2)cc1	64.3*	0.53	42.8	87.7	.	.	.	.	95.5
CSc1nc2ccccc2n1CC(=O)Nc1c(C)cccc1C	22.9	1.14	74.8	85.5	-2.6	-3.9	7.2	7.1	106.2
OC(COC(c1ccc(Cl)cc1)c1ccc(Cl)cc1)CN1CCCC1 (stereo not drawn)	-4.3	-0.47	25.2*	71.4	-35.2	-122.1	-1.9	13.4	88.3
O=c1c(-c2nc3ccccc3s2)cccn1Cc1ccc(Cl)cc1	.	-1.41	.	.	-8.2	-14.7	1.6	9.7	.
CCC(=O)N1CCc2cc(Br)cc(S(=O)(=O)N3CCN(C(=O)c4ccco4)CC3)c21	6.3[fluorescence artefact?]	-0.32	98.7	96.1	.	.	.	.	96.5
O=C(Nc1nnc(-c2ccccc2F)s1)C1CCCO1 (stereo not drawn)	-4.2	0.84	106.7	91.9	.	-47.5	.	.	94.9
O=C1CC(Nc2ccc(N3CCOCC3)cc2)C(=O)N1CCc1ccccc1 (stereo not drawn)	.	-0.3	.	.	-7.6	-10.1	-5.3	-6.6	.
Cc1cccc(Nc2nc(N)nc(CSc3nccc(C)n3)n2)c1	-3.1	-0.66	94.8	116.0	-2.3	-95.6	10.1	-6.8	105.5
Cc1cccc(C)c1NC(=O)/C(=C/c1ccco1)c1ccccc1	2.2	-0.81	96.2	95.3	1.6	20.6	-2.4	-11.5	94.3
COc1cc(NC(=S)NC(=O)c2c(OC)cccc2OC)ccc1NC(=O)c1cccs1	.	-0.92	.	.	-18.3	-15.0	-15.8	4.3	.
O=C(CSc1nc(-c2ccccc2)cs1)N1CCc2ccccc21	.	-0.1	.	.	-15.2	29.1	-4.2	16.9	.
COc1ccc(-c2ccc(/C=C3\C(=O)N(c4ccccc4)N=C3c3ccccc3)o2)c([N+](=O)[O-])c1	.	0.34	.	.	-7.6	-7.3	2.9	17.3	.
O=C(c1ccc(COc2ccccc2Br)o1)N1CCCCCC1	5.7[fluorescence artefact?]	-1.86	83.9	100.5	-7.3	-12.7	-8.1	1.6	97.7
CCN(CC)CCN1C(=O)C(=O)/C(=C(/O)c2ccc(OC)cc2)C1c1cccs1 (stereo not drawn)	.	.	.	.	-12.6	14.5	-13.0	11.7	.
Nc1nc(N)nc(-c2ccc(Cl)cc2)n1	10.8	-0.09	88.7	109.1	-11.0	-10.6	20.9	-5.7	104.7
O=C(OCC(=O)c1c[nH]c2ccccc12)C1=COCCO1	9.6	-0.37	91.1	89.3	-4.3	-13.2	-3.9	4.4	92.2
COc1ccc(C2C(C(=O)N3CCCC3)CC(=O)N2c2ccc(OC)cc2)cc1 (stereo not drawn)	12.3[fluorescence artefact?]	0.22	73.3	102.8	.	.	.	.	92.8
COc1ccc(/C=N/n2c(=O)[nH]c3c([nH]c4ccc(Br)cc43)c2=O)cc1CN1CCOCC1	.	-0.71	.	.	-7.2	16.6	9.0	5.0	.
C=CCn1c(=NC(=O)C2CC2)sc2cc(NC(C)=O)ccc21	-3.5	.	86.9	94.0	-20.2	-0.7	15.5	-2.4	94.1
O=c1ccn(Cc2ccccc2)c(=O)n1Cc1ccccc1	-1.4	0.51	95.1	100.1	-10.0	-6.6	-2.5	-1.3	88.2
CCNc1nc(NCC)nc(N2CC(=O)N(CC(=O)OCC)C2=N)n1	4.4	-0.07	86.0	100.8	-38.9	.	14.5	8.6	97.3
COc1cc(C(=O)ON=C2C(C)=CC(=O)C=C2C)cc(OC)c1OC	.	-0.09	.	.	3.6	18.9	-10.9	-8.9	.
O=C(O)C1CCCCN1S(=O)(=O)c1ccc2ccccc2c1 (stereo not drawn)	.	0.77	.	.	-4.0	0.7	-9.7	-11.1	.
COc1cccc(OC)c1OCCCCCc1c(C)n[nH]c1C	1.5	-0.8	90.2	109.8	-5.1	-13.8	17.1	-10.1	99.4
Cc1ccc(/C=N/NC(=O)CSCc2ccc(Cl)cc2)cc1	.	-0.42	.	.	-1.8	-60.0	19.8	9.9	.
Cc1ccc(CNC(=O)c2cccc(OCc3c(C)noc3C)c2)cc1	-3.5	0.91	71.9	101.0	-11.4	-0.9	-6.7	6.3	91.8
CCN1C(=O)C(C(=O)Nc2ccc(OC)cc2)C2CC1(C)Oc1ccccc12 (stereo not drawn)	6.4	-0.37	88.6	105.0	.	17.9	-4.3	-3.9	89.7
CCOC(=O)CN1CC23C=CC(O2)C(C(=O)Nc2cc(OC)ccc2OC)C3C1=O (stereo not drawn)	36.2	.	95.5	113.4	.	.	.	.	102.5
CC1CCN(c2ccccc2NC(=S)NC(=O)c2cccs2)CC1	.	-0.45	.	.	-6.6	-14.7	10.6	20.0	.
CCNS(=O)(=O)c1ccc(OC)c(C)c1	0.3	-0.3	103.7	100.6	-33.3	82.9*	18.2	16.2	98.1

Four entries already listed, sorted by number of heavy atoms, low to high:
SMILES	Smad3 inh	PTK2B oligo ant	H69AR growth 86K	HUVEC prolif 384	HUVEC tox TNFa	IL1B cytotox	VCAM1 TNFa inh	F-actin modifier	Lung fibro prol
CCNS(=O)(=O)c1ccc(OC)c(C)c1	0.3	-0.3	103.7	100.6	-33.3	82.9*	18.2	16.2	98.1
O=C(OCC(=O)c1c[nH]c2ccccc12)C1=COCCO1	9.6	-0.37	91.1	89.3	-4.3	-13.2	-3.9	4.4	92.2
O=C(O)C1CCCCN1S(=O)(=O)c1ccc2ccccc2c1 (stereo not drawn)	.	0.77	.	.	-4.0	0.7	-9.7	-11.1	.
CCNc1nc(NCC)nc(N2CC(=O)N(CC(=O)OCC)C2=N)n1	4.4	-0.07	86.0	100.8	-38.9	.	14.5	8.6	97.3

Continued.
SMILES	Smad3 inh	PTK2B oligo ant	H69AR growth 86K	HUVEC prolif 384	HUVEC tox TNFa	IL1B cytotox	VCAM1 TNFa inh	F-actin modifier	Lung fibro prol
CCc1nc(SCC(=O)c2ccc3c(c2)OCCO3)c2ccccc2n1	.	0.14	.	.	-37.3	-6.1	16.2	55.1	.
Cc1ccc2occ(C3N[C@H](C(=O)O)CS3)c(=O)c2c1 (stereo partly drawn)	.	-1.98	.	.	17.9	-16.3	-1.4	5.8	.
Cc1nn2c(-c3cccc(NC(=O)c4ccco4)c3)nnc2c2ccccc12	.	-2.1	.	.	-3.8	22.6	-21.4	-11.3	.
CCOC(=O)c1ccc2[nH]c(C)c(C)c2c1	-1.3	0.25	107.2	93.8	-11.1	-13.7	-2.7	-7.3	103.2
